HTT ATP protect: cytoprotection in Huntington HTT-Q103 PC12 cell model | 230,000 compounds, 0.14% hits | Potency, µM (doses to about 56.4 µM), inactives show cytoprotection (ATP increase), most hits filed as activators | PC12 HTT-Q103 induced, cytoprotection, ATP luminescence, 40 h;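 also: % of control where 0% means no effect; nearly all actives have a fitted effect of over 45% in size; toxic huntingtin expression switched on by the ecdysone agonist tebufenozide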
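Cells were plated at 1500 per well in phenol red-free DMEM with 5% equine and 5% calf serum. Tebufenozide (100 nM final) and compounds were added, then ATPlite reagent, and luminescence was read.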
Tau fibril ThT: inhibitors of human tau fibril formation, thioflavin T binding; P10636; recombinant tau K18 P301L, heparin-induced fibrillization, ThT fluorescence; Potency, µM (series often up to 57.4 µM), inactives show top-dose activity, negative = inhibition, actives largely listed as inhibitors; 270,000 compounds, 2.1% hits; also: % is scaled to controls: 0 for no effect and ±100 for the full control effect; nearly all actives have a fitted effect of over 55% in size
Target sequence (P10636 561-689 P618L limits assumed): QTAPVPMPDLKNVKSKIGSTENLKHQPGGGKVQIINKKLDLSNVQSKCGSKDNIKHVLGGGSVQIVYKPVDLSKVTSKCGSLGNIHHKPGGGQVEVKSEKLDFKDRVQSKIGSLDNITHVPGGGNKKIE
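Heparin-induced fibrillization of the P301L-mutant K18 repeat-domain fragment of human tau was followed by ThT binding in quantitative high-throughput format.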
Tau FP inhib: tau fibrillization inhibition (FP); P10636; K18 P301L tau heparin fibrillization, Alexa594 FP, 6 h; Potency, µM (top dose mostly 57.7 µM), for the others: at the top dose activity, negative = inhibition, usual class: inhibitors; 280,000 compounds, 0.39% hits; AID 1468; also: % is scaled to controls: 0 for no effect and ±100 for the full control effect; nearly all actives have a fitted effect of over 55% in size
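Compound effects on tau fibrillization are measured by Alexa 594 fluorescence polarization (ex 555, em 632 nm). K18 P301L tau is used at 15 uM with 0.24 uM labeled tracer, and 20 uM heparin induces aggregation over 6 hr at 37 C.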
GAA inh: blocks human lysosomal alpha-glucosidase; P10253; purified human GAA, 4-MU-alpha-glucoside fluorescence; Potency, µM (doses to about 76.9 µM), for the others: at the top dose activity change, negative = inhibition, actives largely listed as inhibitors; 200,000 compounds, 0.005% hits;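 also: plate controls were uninhibited enzyme wells for no effect and no-enzyme background for full effect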
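Fluorescence at Ex 365/Em 440 nm from 4-methylumbelliferone reported enzyme activity after 20 min at room temperature. Reactions used 4 nM enzyme and 400 uM substrate at pH 5.0; curves fitted with the Hill equation.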
GAA spleen mod: inhibits or activates alpha-glucosidase in human spleen homogenate; Potency, µM (top dose mostly 79.9 µM), for the others: at the top dose activity change, negative = inhibition, most hits filed as inhibitors; human spleen homogenate, 4-MU-alpha-glucoside fluorescence; 240,000 compounds, 0.006% hits;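 also: 0% = enzyme with vehicle and -100% = no enzyme basal signal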
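Human spleen homogenate (1 ug) with 4-methylumbelliferyl-alpha-D-glucopyranoside (1 mM final) in 50 mM citrate/phosphate pH 5.0, 0.01% Tween-20; 40 min at 37 C. Stopped at pH 10; 4-MU fluorescence Ex 365/Em 440 nm; AC50 by Hill fit.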
GAA glycogen mod: inhibitors or activators of human alpha-glucosidase glycogen cleavage; recombinant GAA, glycogen substrate, Amplex Red glucose oxidase fluorescence; Potency, µM (series often up to 76.4 µM), for the others: at the top dose activity change, negative = inhibition, usual class: inhibitors; 300,000 compounds, 0.38% hits; AID 2100;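 also: 0% = full enzyme reaction and -100% = no-enzyme basal signal; the screen sought inhibitors and activators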
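Recombinant enzyme (4 nM final) with compounds titrated up to 77 uM and bovine liver glycogen (30 ug) in citrate pH 5.0, 0.01% Tween-20, 37 C 40 min. Released glucose detected by Amplex Red/glucose oxidase (Ex 573/Em 610); AC50 from Hill fits.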
aGal spleen mod: inhibits or activates alpha-galactosidase in human spleen homogenate | P06280 | human spleen homogenate, 4MU-alpha-Gal fluorescence, 40 min | Potency, µM (doses to about 80 µM), without a hit: at the highest dose activity change, negative = inhibition, hits mostly inhibitors | AID 2107 | 240,000 compounds, 0.008% hits;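 also: 0% = enzyme with vehicle and -100% = no enzyme basal signal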
Target sequence (P06280 32-429 limits assumed): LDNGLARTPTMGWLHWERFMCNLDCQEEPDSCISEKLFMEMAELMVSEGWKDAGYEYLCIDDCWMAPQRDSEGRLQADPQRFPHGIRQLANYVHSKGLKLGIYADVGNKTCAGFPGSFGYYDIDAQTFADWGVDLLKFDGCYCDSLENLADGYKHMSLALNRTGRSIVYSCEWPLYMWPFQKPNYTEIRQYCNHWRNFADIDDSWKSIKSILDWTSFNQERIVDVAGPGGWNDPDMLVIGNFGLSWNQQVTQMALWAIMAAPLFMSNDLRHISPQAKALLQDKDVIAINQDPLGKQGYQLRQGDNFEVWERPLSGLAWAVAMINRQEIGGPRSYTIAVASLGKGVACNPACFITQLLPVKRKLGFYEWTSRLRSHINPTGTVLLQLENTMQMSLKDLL
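Spleen homogenate 1 ug + cpd (titration) + 4-MU-alpha-D-galactopyranoside 1 mM; 37C 40 min; 50 mM citrate/phosphate pH 5.0, 0.01% Tween-20; stop pH 10; fluorescence 365/440; AC50 via Hill.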
Tau fluor cs: counter-screen for tau fibril formation inhibitors | AID 1463 | tau K18 P301L (four-repeat tau fragment) Alexa594 fluorescence, heparin fibrillization | 280,000 compounds, 0.93% hits | Potency, µM (doses to about 57.7 µM), for inactives: top-dose activity change, negative = decrease; also: % is scaled to controls: 0 for no effect and ±100 for the full control effect; nearly all actives have a fitted effect of over 55% in size
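Human K18 P301L tau (15 uM unlabeled plus 0.24 uM Alexa 594-labeled, final) in 100 mM sodium acetate pH 7 was mixed with compound and 20 uM heparin and incubated 6 hr at 37 C.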
* = called active by the depositor; ? = inconclusive; / = not tested or not shown; & = joins results of further samples; [ ] = remark or other dose. Calls follow the shape of the dose curve; as a rule, active = well fitted curve in the direction sought with a large enough effect; inconclusive = small, poorly fitted or top-dose-only effect, or another doubt; inactive = no such curve, though single readings can be large; an effect the other way counts as inactive or inconclusive. Potency is read from the fitted curve at half-maximal effect.

#1 O=C(CN1CCN(Cc2ccc3c(c2)OCO3)CC1)Nc1ccc(F)cc1
#2 CCC1C(=O)N=C(SCC(=O)Nc2ccc(C(=O)OC)cc2)NC1=O (stereo unspecified)
#3 CC(C)C[C@@H](CSc1ccc(Br)cc1)N1CCN(CC(C)C)CCC1=O
#4 Cc1ccc(S(=O)(=O)Cc2c(C)noc2C)cc1
#5 O=[N+]([O-])C1=CC=C2C(=NC3(CCCCC3)N2O)C1=NCCc1ccccc1
#6 Cc1nn(CC(=O)NCc2ccc(C(=O)O)cc2)c(C)c1[N+](=O)[O-]

Compound,1,2,3,4,5,6
HTT ATP protect,/,-6%,17%[10 µM],-9%,-21%,/
Tau fibril ThT,-7%,0%,-2%,-4%,?,0%
Tau FP inhib,3%,0%,2%,5%,8%,2%
GAA inh,-2%,1%,/,-6%,1%,-7%
GAA spleen mod,-6%,5%,-12%,-4%,0%,-10%
GAA glycogen mod,11%,4%,2%,-6%,2%,7%
aGal spleen mod,5%,9%,3%,3%,-9%,-7%
Tau fluor cs,-9%,1%,14%,7%,-21%,1%

#7 O=C(O)CSc1nnc(CNc2cccc(C(F)(F)F)c2)n1Cc1ccco1
#8 COc1ccc(CNC(=O)c2ccc(Br)cc2)cc1
#9 CCOc1ccccc1CN1CCN(C2CCN(c3ccccc3F)CC2)CC1CCO (stereo unspecified)
#10 Cc1ccc2c(c1)c(C)c(C)n2CC(O)Cn1nc(C)cc1C (stereo unspecified)
#11 Cn1cnnc1SCC(=O)Nc1ccc(Br)cc1F
#12 Cc1ccc(-n2c(Cc3cccn3C)nnc2SCC(N)=O)cc1

Compound,7,8,9,10,11,12
HTT ATP protect,-12%[10 µM],18%[10 µM],27%[10 µM],7%[10 µM],10%,-14%
Tau fibril ThT,-1%,-11%,-3%,-16%,-3%,-8%
Tau FP inhib,4%,-5%,-9%,3%,-11%,-7%
GAA inh,-6%,1%,-6%,-4%,-14%,-14%
GAA spleen mod,-2%,6%,-1%,-7%,3%,-3%
GAA glycogen mod,-2%,-2%,16%,4%,7%,-1%
aGal spleen mod,8%,10%,3%,-3%,2%,-3%
Tau fluor cs,1%,-15%,-6%,-19%,-9%,-5%

#13 CC(=O)C1=NN(c2ccccc2)C(c2cccs2)N1c1ccccc1 (stereo unspecified)
#14 Cc1ccc(-c2nn(-c3ccccc3)cc2CSC(=N)N)cc1
#15 CCOc1ccc(CNC(=O)CCS(=O)(=O)Cc2ccccc2C)cc1OC
#16 O=C(O)c1ccc(Nc2cnc3ccccc3n2)cc1
#17 C#CC(C)(C)NC(=S)NC1CC2C=CC1C2 (stereo unspecified)
#18 CC(=O)c1c(C)[nH]c(C(=O)CSc2nnc(-c3cccs3)n2Cc2ccccc2)c1C

Compound,13,14,15,16,17,18
HTT ATP protect,-64%[inhibitor],-83%[inhibitor],/,-32%[inhibitor],12%[10 µM],?
Tau fibril ThT,?,1%,7%,-7%,/,2%
Tau FP inhib,-1%,?,5%,-2%,0%,1%
GAA inh,-5%,-6%,-7%,-6%,/,-3%
GAA spleen mod,-1%,-8%,4%,-11%,-3%,1%
GAA glycogen mod,19%,3%,23%,-11%,-6%,-6%
aGal spleen mod,4%,-13%,-6%,3%,8%,6%
Tau fluor cs,?,?,9%,-4%,-6%,3%

6 compounds from above, ordered by the value under GAA spleen mod, rising:
no. | smiles | Tau fibril ThT | Tau FP inhib | GAA inh | GAA spleen mod | GAA glycogen mod | aGal spleen mod
16 | O=C(O)c1ccc(Nc2cnc3ccccc3n2)cc1 | -7% | -2% | -6% | -11% | -11% | 3%
14 | Cc1ccc(-c2nn(-c3ccccc3)cc2CSC(=N)N)cc1 | 1% | ? | -6% | -8% | 3% | -13%
17 | C#CC(C)(C)NC(=S)NC1CC2C=CC1C2 (stereo unspecified) | / | 0% | / | -3% | -6% | 8%
13 | CC(=O)C1=NN(c2ccccc2)C(c2cccs2)N1c1ccccc1 (stereo unspecified) | ? | -1% | -5% | -1% | 19% | 4%
18 | CC(=O)c1c(C)[nH]c(C(=O)CSc2nnc(-c3cccs3)n2Cc2ccccc2)c1C | 2% | 1% | -3% | 1% | -6% | 6%
15 | CCOc1ccc(CNC(=O)CCS(=O)(=O)Cc2ccccc2C)cc1OC | 7% | 5% | -7% | 4% | 23% | -6%

Reformatted with values under each structure: part of the list above
Below each compound – HTT ATP protect | Tau fibril ThT | Tau FP inhib | GAA inh | GAA spleen mod | GAA glycogen mod | aGal spleen mod | Tau fluor cs
[16] O=C(O)c1ccc(Nc2cnc3ccccc3n2)cc1
 : -32%[inhibitor] | -7% | -2% | -6% | -11% | -11% | 3% | -4%
[15] CCOc1ccc(CNC(=O)CCS(=O)(=O)Cc2ccccc2C)cc1OC
 : / | 7% | 5% | -7% | 4% | 23% | -6% | 9%

Further records
#19 Oc1ccc(Br)cc1-c1nc2cnccn2c1NC1CCCC1
#20 CC(C)(C)OC(=O)N1CCOCCOCCN(C(=O)OC(C)(C)C)CCOCC1
#21 S=C(NCCc1ccccc1)Nc1ccc(Cl)cc1
#22 CCN1C(=O)c2ccccc2S(=O)c2ccc(C(=O)N3CCOCC3)cc21 (stereo unspecified)
#23 CCCOc1cccc(-c2cc(C(=O)NNC(=S)NCC)c3ccccc3n2)c1
#24 COC(=O)c1ccc(NCN2C(=O)C3C4CCC(C4)C3C2=O)cc1 (stereo unspecified)

Compound,19,20,21,22,23,24
HTT ATP protect,15%,-3%,38%[10 µM],-5%[10 µM],-36%,/
Tau fibril ThT,?,3%,-6%,/,?,6%
Tau FP inhib,?,3%,?,1%,?,14%
GAA inh,0%,-4%,1%,/,?,-6%
GAA spleen mod,-5%,3%,-3%,-3%,-9%,0%
GAA glycogen mod,16µM*,4%,3%,6%,-11%,20%
aGal spleen mod,-16%,1%,-5%,0%,-9%,-12%
Tau fluor cs,13µM*[quencher],2%,?,-11%,?,0%

#25 Cc1ccc(CN(C(=O)c2ccco2)C(C(=O)NC2CCCC2)c2ccc(N3CCOCC3)cc2)cc1 (stereo unspecified)
#26 O=C(Nc1cc(C(F)(F)F)ccc1Cl)c1ccc2c(c1)CCN2S(=O)(=O)c1ccccc1
#27 COc1ccc(CCNc2oc(COc3ccccc3Cl)nc2C#N)cc1OC
#28 N#Cc1ccc(NC(=O)c2cc(=O)c3ccccc3o2)cc1
#29 Cc1nsc2c1ccc1ccccc12
#30 O=C(Cn1nc(-c2ccc(F)cc2)ccc1=O)Nc1ccc(C(=O)NC2CC2)cc1

Compound,25,26,27,28,29,30
HTT ATP protect,-6%[10 µM],/,-4%[10 µM],-48%[inhibitor],/,-6%
Tau fibril ThT,-14%,-2%,?,2%,-8%,-5%
Tau FP inhib,-4%,?,13%,-1%,-1%,-8%
GAA inh,0%,/,?,-3%,4%,-2%
GAA spleen mod,-14%,/,2%,1%,-10%,0%
GAA glycogen mod,0%,-3%[76.3 µM],-13%,-9%,-6%,7%
aGal spleen mod,2%,/,-1%,-5%,1%,6%
Tau fluor cs,-3%,-26%,-28%,2%,0%,-10%

#31 COc1cccc(N/C=C/C(=O)c2ccc(Cl)cc2)c1
#32 Cn1nnc(C(O)CNCc2cccs2)n1 (stereo unspecified)
#33 CS(=O)(=O)Nc1ccc(C(=O)NCCSCc2c(F)cccc2Cl)cc1
#34 CCOC(=O)CN(C(=O)CSc1nnc(-c2ccncc2)n1CCCN(C)C)c1ccccc1
#35 Cc1ccc(C2=Nc3ccccc3N(C(=O)c3ccccc3)C(C)C2)cc1 (stereo unspecified)
#36 CC1(C)CC(=O)C2=C(C1)N=C1SCCC(=O)N1C2c1cccc([N+](=O)[O-])c1 (stereo unspecified)

Compound,31,32,33,34,35,36
HTT ATP protect,/,-16%[10 µM],-21%[10 µM],-6%[10 µM],/,25%
Tau fibril ThT,?,-5%,1%,-5%,-3%,-6%
Tau FP inhib,-5%,-4%,-14%,8%,2%,3%
GAA inh,3%,4%,/,-5%,-2%,7%
GAA spleen mod,-5%,-4%,3%,-8%,-2%,0%
GAA glycogen mod,-1%,5%,6%,-4%,3%,7%
aGal spleen mod,3%,1%,7%,0%,-3%,-2%
Tau fluor cs,?,-3%,-14%,7%,2%,-9%

#37 CCn1c(COc2ccc(Cl)cc2)nnc1SCC(=O)Nc1ccc2c(c1)OCO2
#38 Cc1cc(/C=N/n2cnnc2)c(C)n1-c1ccc(OCc2ccc(F)cc2)cc1
#39 COc1ccc2c(c1)CCc1c(C(=O)Nc3ccc(C#N)cc3)noc1-2
#40 COc1ccc2nc(C)cc(SCC(=O)O)c2c1
#41 CCCCCCC(=O)Nc1ccc(C(=O)N2CCCC2)cc1
#42 CCOc1cc(C(=O)NC)cc(OCC)c1OCC

Compound,37,38,39,40,41,42
HTT ATP protect,-2%[0.074 µM],-30%[10 µM],/,-11%&15%,-13%,11%[10 µM]
Tau fibril ThT,-13%,?,?,-15%&-2%,-16%,6%
Tau FP inhib,7%,1%,-9%,-2%&4%,?,2%
GAA inh,-5%,-5%,/,-5%&10%,-7%,-1%
GAA spleen mod,-6%,2%,/,-3%&-19%,4%,-1%
GAA glycogen mod,6%,-20%,8%[76.3 µM],4%&2%,-3%,-7%
aGal spleen mod,0%,10%,/,-15%&9%,7%,-1%
Tau fluor cs,-19%,-22%,-10%,-9%&5%,-11%,4%

#43 COc1ccc(-c2cc(-c3ccccc3)c(C#N)c(SCC(=O)Nc3ncc(C)s3)n2)cc1
#44 Cc1cc(C(F)(F)F)nc(SCC(=O)NC2=NC(=O)C(C)S2)n1 (stereo unspecified)
#45 CCN(CC)CCn1c2ccc(Cl)cc2c2nc(C)sc21
#46 CC(C)(C)NC(=O)Nc1cccc(Cl)c1Cl
#47 Fc1ccccc1C1CCN(Cc2nc(CC3CC3)no2)C1 (stereo unspecified)

Compound,43,44,45,46,47
HTT ATP protect,/,26%[10 µM],-17%,3%[10 µM],-4%[10 µM]
Tau fibril ThT,-9%,?,-8%,4%,-6%
Tau FP inhib,28µM*,?,-1%,0%,7%
GAA inh,11%,7%,-4%,/,/
GAA spleen mod,2%,-1%,2%,1%,8%
GAA glycogen mod,-10%,-16%,2%,11%,-7%
aGal spleen mod,2%,2%,4%,0%,20%
Tau fluor cs,-28%,-11%,-9%,-1%,-4%

Screening results as filed in PubChem.
